# rTrxR1 inhibitor – inhibitors of rat thioredoxin reductase 1; O89049; recombinant rTrxR1, NADPH fluorescence consumption, selenite substrate; Potency, µM (series often up to 114 µM), inactives show top-dose activity change, negative = inhibition, usual class: inhibitors; actives 1% (n = 390,000); AID 588453; further: potency means the concentration at half of the fitted maximal effect; on the % scale 0 is the no-effect control and ±100 the full control effect; nearly all actives have a fitted effect of over 65% in size
# Target sequence (O89049 whole entry, looked up): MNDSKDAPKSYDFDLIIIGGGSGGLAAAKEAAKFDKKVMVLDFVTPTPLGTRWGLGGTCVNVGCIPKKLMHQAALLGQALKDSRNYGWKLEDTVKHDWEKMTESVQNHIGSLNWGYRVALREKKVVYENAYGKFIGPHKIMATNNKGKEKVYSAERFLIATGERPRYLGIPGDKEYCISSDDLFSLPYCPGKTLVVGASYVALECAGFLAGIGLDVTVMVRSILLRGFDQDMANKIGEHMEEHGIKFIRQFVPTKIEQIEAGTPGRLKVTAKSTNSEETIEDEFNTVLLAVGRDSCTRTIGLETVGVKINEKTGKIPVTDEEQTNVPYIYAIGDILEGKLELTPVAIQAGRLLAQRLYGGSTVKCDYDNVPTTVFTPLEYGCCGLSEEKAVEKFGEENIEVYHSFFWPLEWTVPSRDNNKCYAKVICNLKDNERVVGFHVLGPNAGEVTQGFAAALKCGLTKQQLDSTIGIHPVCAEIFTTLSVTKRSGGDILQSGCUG
#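 Rat TrxR1 (90 nM in the dispensed reagent) was pre-reduced with 400 uM NADPH for 5 min at room temperature, then incubated with compound for 15 min. After 400 uM selenite was added, NADPH fluorescence (Ex 340/Em 450 nm) was followed for 8 min.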
# TrxR1 substrate – rat thioredoxin reductase 1 substrate activity; O89049; purified TrxR1 substrate turnover, NADPH consumption readout; Potency, µM (series often up to 114 µM), without a hit: at the highest dose activity change, negative = substrate turnover; actives 0.01% (n = 390,000); further: potency means the concentration at half of the fitted maximal effect; on the % scale 0 is the no-effect control and ±100 the full control effect; nearly all actives have a fitted effect of over 50% in size
#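 Rat TrxR1, dispensed at 90 nM, was prereduced with 400 uM NADPH (final) for 5 min at ~22 deg C, then incubated with compound 15 min before 400 uM selenite. A first-read NADPH fluorescence drop versus no-compound background flagged substrates.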
# TRHR ag – TRH receptor (human) agonism. TRHR cells, calcium flux fluo-8, FDSS agonist mode. activation, % at 2 µM. actives 0.18% (n = 360,000). AID 493084; in the data active means activation above about 30%; further: 0% is about no effect
# Target sequence (P34981 whole entry, looked up): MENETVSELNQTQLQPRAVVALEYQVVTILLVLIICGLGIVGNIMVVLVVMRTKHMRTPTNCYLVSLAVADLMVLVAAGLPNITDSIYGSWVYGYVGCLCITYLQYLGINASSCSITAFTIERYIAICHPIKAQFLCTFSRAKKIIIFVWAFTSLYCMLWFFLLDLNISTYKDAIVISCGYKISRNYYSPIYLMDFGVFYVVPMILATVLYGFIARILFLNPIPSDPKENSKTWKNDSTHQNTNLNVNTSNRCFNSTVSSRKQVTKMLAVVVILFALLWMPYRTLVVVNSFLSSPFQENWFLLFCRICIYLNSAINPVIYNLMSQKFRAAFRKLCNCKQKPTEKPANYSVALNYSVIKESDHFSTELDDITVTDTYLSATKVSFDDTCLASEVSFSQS
#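 TRHR-expressing cells loaded with fluo-8 calcium dye; 23 nL library compound pin-transferred, kinetic FDSS fluorescence (Ex 480/Em 530) recorded about 180 s for agonist-induced calcium release, before a 10 nM TRH EC20 addition for potentiator mode.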
# TRHR PAM – allosterically enhances the human TRH receptor; TRHR cells, fluo-8 calcium fluorescence, EC20 TRH enhancement; enhancement, % at 2 µM; actives 0.66% (n = 360,000); in the data active means enhancement above about 30%; further: 0% is about no effect
#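 Enhancer read-out: after compound pinning and an initial kinetic agonist-mode read, an EC20 of TRH (10 nM final) was injected and fluo-8 calcium signal (Ex 480/Em 530) followed at 1 s/cycle for 100 cycles in TRHR-expressing cells.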
# D2 antag – antagonists of human D2 dopamine receptor; P14416; HEK293 TREx D2 cells, calcium flux, dopamine EC80; inhibition, % at 10 µM; actives 2% (n = 340,000); AID 485344; in the data active means inhibition above about 30%; further: 0% is about no effect
#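 Tetracycline-induced HEK293 TREx cells expressing D2 receptor forced-coupled to calcium signalling, loaded with no-wash calcium dye. Compounds added and calcium flux read 180 s, then dopamine added at EC80 and read a further 180 s.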
# D2 agonist – D2 dopamine receptor (human) agonism; HEK293 T-REx D2 cells, calcium flux agonist mode; activation, % at 2 µM; actives 0.53% (n = 340,000); P14416;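 active means activation over 3 SD above normal in the single-dose calcium agonist read, cut at about 30% in these data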; further: 0% is about no effect
#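 Tetracycline-induced HEK293 T-REx cells with force-coupled D2 receptor, plated overnight at 30 C, loaded with no-wash calcium dye. After a 10 s baseline, compound was pin-added and calcium flux read kinetically for 180 s; calcium rises flagged agonists.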
# IDH1 R132H inh – blocks human mutant IDH1 R132H enzyme | Potency, µM (series often up to 76.6 µM), without a hit: at the top dose activity change, negative = inhibition, most hits filed as inhibitors | IDH1-R132H enzyme, NADPH consumption, diaphorase/resazurin fluorescence | AID 602179 | actives 0.093% (n = 390,000) | O75874; further: potency means the concentration at half of the fitted maximal effect; on the % scale 0 is the no-effect control and ±100 the full control effect; nearly all actives have a fitted effect of over 65% in size
#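 IDH1-R132H (0.5 ug/mL) preincubated 30 min with compound, then NADPH (0.016 mM) and alpha-KG (2 mM) added; 80 min at RT, pH 7.5. Remaining NADPH coupled via diaphorase/resazurin to fluorescence (540/590 nm); concentration-response curves normalized to no-enzyme control.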
# Pin1 inhibitor – inhibitors of human Pin1. Q13526. Pin1 FP peptide displacement, HiFluor488, 10 min. Potency, µM (doses to about 115 µM), without a hit: at the highest dose activity, negative = inhibition, usual class: inhibitors. actives 0.009% (n = 390,000). AID 504891; active means well fitted inhibition curve with a large enough effect in the polarisation, with a control signal flat, not every such curve was filed as active; inconclusive means small, poorly fitted or top-dose-only effect, or effect the other way, or a change in a side signal; inactive means no such curve, though single readings can be large or run the other way; the % refers to the polarisation; further: potency means the concentration at half of the fitted maximal effect; on the % scale 0 is the no-effect control and ±100 the full control effect
# Target sequence (Q13526 whole entry, looked up): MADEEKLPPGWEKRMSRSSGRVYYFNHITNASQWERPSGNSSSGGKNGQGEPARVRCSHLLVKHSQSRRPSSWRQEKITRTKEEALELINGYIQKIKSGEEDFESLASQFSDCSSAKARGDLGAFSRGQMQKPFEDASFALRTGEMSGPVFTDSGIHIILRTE
# USP1-UAF1 inh – blocks the human USP1/UAF1 deubiquitinase complex; Potency, µM (series often up to 57.1 µM), for the others: at the top dose activity change, negative = inhibition, usual class: inhibitors; actives 0.23% (n = 390,000); recombinant USP1/UAF1, Ub-Rhodamine cleavage fluorescence; O94782; AID 743255; further: potency means the concentration at half of the fitted maximal effect; on the % scale 0 is the no-effect control and ±100 the full control effect; nearly all actives have a fitted effect of over 60% in size; inactives centre near -12
#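 USP1/UAF1 complex at 1 nM was preincubated with compound for 15 min at room temperature, then Ub-Rho substrate (150nM final) was added. Fluorescence (480/540 nm) was read kinetically, 6 reads every 60 seconds.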
# Active calls of the source: *; ? = inconclusive; / = not tested or not shown; & = joins results of further samples; [ ] = remark or other dose. Unless noted, the call rests on the fitted dose curve; in most records, active means well fitted inhibition curve with a large enough effect; inconclusive means small, poorly fitted or top-dose-only effect; inactive means no such curve, though single readings can be large or run the other way. An excerpt. The share of hits here may be higher or lower than overall.
# The line under a structure holds: TrxR1 substrate	D2 antag	Pin1 inhibitor	D2 agonist	TRHR ag	IDH1 R132H inh	USP1-UAF1 inh	TRHR PAM	rTrxR1 inhibitor
- CCC(C)NC(=O)c1[nH]c(C)c(C(=O)OC)c1C (stereo not given)
→ 9%	9	-1%	-0.7	0.3	-4%	-16%	-6	12%
- Cc1cccc(N2CCN(C(=O)CCn3c(=S)[nH]c4cc5c(cc4c3=O)OCO5)CC2C)c1 (stereo not given)
→ 0%	-2	1%	-0.9	-1.2	2%	-18%	-3	16%
- CSCCC(NS(=O)(=O)c1ccc(Cl)cc1)C(=O)OCC(=O)c1c(C)[nH]c2ccccc12 (stereo not given)
→ -1%	-8	11%	-1.4	-1.2	5%	-3%	21	5%
- CCOC(=O)CC(=O)CSc1nc2sc(C)cc2c(=O)n1Cc1ccco1
→ 8%	1	17%	-0.7	-0.4	2%	-21%	5	-15%
- CCc1[nH]nc(C(=O)N2CCCC(N3CCN(c4ccccc4C)CC3)C2)c1C (stereo not given)
→ -10%	8	-8%	1.5	-0.1	10%	-17%	5	-13%
- CC(=O)c1ccc(NC(=O)/C=C/c2ccc(C)cc2)cc1
→ 4%	0	-6%	-1.4	-0.1	8%	1%	-3	19%
- COC(=O)c1cc(OC)c(OC)c(OC)c1[N+](=O)[O-]
→ 7%	-28	1%	1.2	-0.7	-2%	-16%	-9	14%
- Cc1ccc(S(=O)(=O)N2CCN(C(=O)CSC(=S)N3CCCC3)CC2)c(C)c1
→ 4%	2	-2%	-0.3	0.0	8%	-10%	-4	11%
- Cc1sccc1/C=N/NC(=O)c1cccc2ccccc12
→ -14%	0	5%	0.2	-0.2	5%	-2%	-10	-17%
- Cc1c(C)n(C)c2ccc(C(=O)NCCCN3CCCCC3)cc12
→ 10%	/	2%&9%	-0.5	0.1&-0.3	8%&5%	-22%&6%	6&-3	37%
- COc1ccc(CNCCS(=O)(=O)NC2CCCCC2)cc1
→ 4%	/	2%	/	/	-9%	-4%	/	10%
- O=C(CSc1ccc(-c2ccccn2)nn1)Nc1ccc(F)c(F)c1
→ -1%&9%	12	-2%&-1%	-0.8&0.1	-0.4&1.0	6%&7%	-14%&-1%	-8&-6	0%&10%
- O=C(CNC(=O)C1COc2ccccc2O1)N/N=C/c1ccc(O)cc1O (stereo not given)
→ 1%	-11	?	0.5	-0.1	5%	-4%	0	3%
- COc1ccc(CNC(=O)CCNS(=O)(=O)c2cccc3nsnc23)cc1
→ 5%[57.1 µM]	-12	7%&2%	0.5	-0.1&-0.2	4%&-12%	-17%&-14%	-2&0	6%[57.1 µM]
- CNC(=O)N(O)C1N(/N=C/c2ccccc2O)C(=S)SC1(C)C (stereo not given)
→ -7%	1	-1%	15	0.6	-5%	-18%	-9	0%
- Cc1nn(CCC(=O)N2CCN(S(=O)(=O)c3ccccc3)CC2)c(C)c1C
→ -6%	9	8%	0.9	-0.2	1%	-17%	4	13%[57.1 µM]
- CC1(C)CC(=O)C=C(Nc2ccccc2C#N)C1
→ 4%	-7	-1%	/	0.4	2%	-16%	5	-10%
- Cc1[nH]c(=O)[nH]c(=O)c1S(=O)(=O)NCC12CC3CC(CC(C3)C1)C2
→ 9%	7	0%	-1.4	6.5	-1%	-9%	3	15%
- COCCCNC(=O)[C@H](Cc1c[nH]c2ccccc12)NC(=O)OCc1ccccc1
→ -20%	7	-4%	1.0	-0.1	-5%	-17%	-2	?
- CCOC(=O)CSc1nc(C)cc(C)c1C(N)=O
→ 7%	/	-4%	/	1.2	8%	-27%	6	25%
- COCc1[nH]nc2c1C(C1C=CCCC1)C(C#N)=C(N)O2 (stereo not given)
→ 5%	14	0%	0.1	1.0	4%	-4%	-3	30%
- CONC(=O)c1cc(OCC(F)(F)F)ccc1OCC(F)(F)F
→ -4%	13	5%	-0.2	0.4	12%	-17%	-6	-9%
- CC(C)N(CC#CC(O)(c1ccccc1)c1ccccc1)CCO
→ 1%	4	0%	-0.3	-0.5	2%	-9%	-3	2%
- COCCOC(=O)c1c(NC(=O)CSc2cccc[n+]2[O-])sc(C(N)=O)c1C
→ 7%[57.1 µM]	-7	5%	3.0	0.2	2%	4%	-2	1%[57.1 µM]
- COc1ccc(C)cc1Nc1cc(C)nc(C)n1
→ 6%	/	0%	-1.3	-0.3	0%	-11%	16	23%
- CCc1ccc(N2C(=O)C3ON(c4ccccc4)C(c4ccco4)C3C2=O)cc1 (stereo not given)
→ -11%	-1	7%	0.1	-0.5	-1%	-22%	5	-20%
- O=C(O)c1cccc(Nc2c3ccccc3nc3ccccc23)c1
→ 146%[activator]	-8	0%	-0.4	4.7	-3%	-19%	6	21%
- C=CCn1cc(C(=O)OC)c(=O)c2cc(S(=O)(=O)N3CCC(C)CC3)ccc21
→ -9%	-3	-11%	2.9	1.2	1%	8%	2	2%
- CC(=O)c1ccc(NC(=O)COC(=O)CC2CC3CCC2C3)cc1 (stereo not given)
→ 2%	/	-2%	/	/	-1%	-19%	/	25%
- Cc1ccc(-n2ncc3c2CCCC3NC(=O)CCC2=NNC(=O)CC2)cc1C (stereo not given)
→ 6%	13	2%	-0.3	-1.3	-3%	-8%	-3	7%
- CN1CCN(c2nc(-c3ccc(Cl)c(Cl)c3)nc3ccccc23)CC1
→ /	-23	/	0.3	0.3	/	/	4	/
- N#CCCn1cc(/C=N/O)c(-c2ccc(Cl)cc2)n1
→ 3%	-8	-9%	-1.9	-0.8	-1%	-16%	3	19%
- CCCn1c(=NC(=O)CS(=O)(=O)c2ccccc2)sc2cc(S(C)(=O)=O)ccc21
→ -1%	-5	-1%	0.3	0.0	7%	-20%	27	-4%
- Cc1ccc(NC(=O)CSc2nnc(CNC(=O)c3ccco3)o2)cc1Cl
→ 2%	/	-4%	/	-0.2	7%	-19%	-6	8%
- CCOc1ccc(S(=O)(=O)NCCC(=O)N(C)Cc2ccc(C)o2)cc1
→ -1%	-7	-5%	-0.1	0.6	6%	-15%	-9	6%
- CC(=O)Nc1ccc(Nc2cc(-c3ccccc3)nc3ncnn23)cc1
→ -5%	-8	-3%	1.2	-0.6	-8%	-23%	38*	12%
- CN1CCN(c2nc(-c3ccccc3)ncc2S(C)(=O)=O)CC1
→ 12%[57.1 µM]	3	4%	0.4	0.4	6%	-4%	2	12%[57.1 µM]
- CC(C)C(=O)NC(C)C(c1cccs1)N1CCN(C)CC1 (stereo not given)
→ -1%	5	0%	1.0	1.2	1%	-15%	-6	8%
- CCOC(=O)c1c(NC(=O)c2ccccc2C(=O)O)sc2c1CCC2
→ -12%	2	-4%	1.7	0.0	-10%	-10%	-1	-3%
- CCC(C(=O)O/N=C(\N)c1ccc(C)cc1)c1ccccc1 (stereo not given)
→ -9%	10	-2%	-0.4	-0.1	4%	-12%	3	0%
- COCC(C)NCC(=O)NC(C)CCc1ccccc1 (stereo not given)
→ -3%	8	-6%	-0.3	0.4	0%	5%	-2	-28%
- O=C(CCC(=O)N1CCOc2ccccc21)Nc1ccccc1Cl
→ -5%[57.1 µM]	-16	2%	-0.3	-0.4	-4%	-5%	-5	-2%[57.1 µM]
- CN1/C(=C/C(=O)COC(=O)C2COc3ccccc3O2)C(C)(C)c2ccccc21 (stereo not given)
→ -4%	/	50%[activator]	/	/	10%	-22%	/	11%[57.1 µM]
- CC(OC(=O)C1COc2ccccc2O1)C(=O)N(C)c1ccccc1 (stereo not given)
→ 10%	0	-5%	2.4	0.5	-4%	-16%	2	21%[57.1 µM]
- COc1ccc(OC)c(/C=N/NC(=O)CNC(=O)c2ccc(S(=O)(=O)N3CCOCC3)cc2)c1
→ -2%[57.1 µM]	-8	-3%	0.1	-0.4	1%	-18%	0	-6%[57.1 µM]
- N#Cc1c(N)nc(SCC(=O)OCc2ccccc2)c(C#N)c1-c1ccco1
→ 15%	-28	29%	0.1	0.2	-2%	-16%	65*	-7%
- O=C1C2=C(CCCC2)C(=O)N1c1cccc(OCCBr)c1
→ 6%	9	-3%	-0.4	-0.1	2%	-9%	1	?
- Cc1ccccc1-n1c(C)nnc1SCC(=O)N(C)C1CCS(=O)(=O)C1 (stereo not given)
→ 1%	1	-2%	0.6	1.1	-1%	-1%	-1	5%
- CC1CCCC(NC(=O)Cn2cc(Br)ccc2=O)C1C (stereo not given)
→ -7%	/	0%	/	/	-2%	-16%	/	-12%
- CCOc1ccc(-c2nnc3sc(-c4ccccc4OC)nn23)cc1
→ 3%	/	2%	/	/	-1%	-8%	/	23%

# The list goes on:
# The line under a structure holds: TrxR1 substrate	D2 antag	Pin1 inhibitor	D2 agonist	TRHR ag	IDH1 R132H inh	USP1-UAF1 inh	TRHR PAM	rTrxR1 inhibitor
- CCCCC(=O)Nc1cccc(NC(=O)c2ccc(Br)o2)c1
→ -8%	3	-4%	1.2	-0.3	4%	-5%	4	11%
- O=C(Cn1c(C(=O)NCCCN2CCOCC2)cc2sccc21)c1ccccc1
→ 3%	/	-5%	/	0.8	5%	-9%	0	6%[57.1 µM]
- Cc1cc(C(=O)N(C)CC(=O)Nc2ccccc2C(F)(F)F)c(C)o1
→ 5%[57.1 µM]	6	-7%	0.6	-0.2	4%	-7%	-12	-4%[57.1 µM]
- CCCc1nc2ccc(NC(C)=O)cc2c(=O)n1Cc1cccc(Cl)c1
→ 12%	-3	1%	0.9	-0.5	5%	-11%	-10	30%[activator]
- CC(C)C(=O)NCCc1c[nH]c2ccccc12
→ 0%	-1	-1%	-0.8	0.0	-3%	6%	6	15%
- Cc1cc(C)cc(N(CC(=O)O)S(=O)(=O)c2c(C)noc2C)c1
→ 7%	0	0%	0.7	0.2	-1%	-14%	1	19%
- COc1nc(N)nc(NC23CC4CC(CC(C4)C2)C3)n1
→ -2%[57.1 µM]	0	-10%	0.5	-0.3	-8%	4%	-2	-4%

# Source: PubChem BioAssay
